Screening results: PubChem BioAssay, several laboratories
MEKK2wt PB1 HTS = modulators of MEK5 binding to wildtype MEKK2, primary screen, biochemical, multiplex bead flow cytometry, Alexa488-MEK5 | Mitogen-activated protein kinase kinase kinase 2 (Homo sapiens), Q9Y2U5 | Alexa488-MEK5 binding to MEKK2 WT; actives lie on both sides | binding response (% of control), % at 10 µM | 290,000 compounds, 1.1% hits; in the data active means binding response below about 67% or above about 130%; inconclusive means no clear call, values can overlap the other calls; inactive means in between
OXTR agonist = human OXTR agonists, primary screen, fluorescence, CHO-OTR cells, Fluo-8 calcium. Oxytocin receptor (Homo sapiens), P30559. Fluo-8 calcium fluorescence; normalized: DMSO 0%, oxytocin 100%. activation, % at 3 µM. 320,000 compounds, 0.32% hits. AID 2435, 2010;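 active means activation above the mean of all tested compounds plus 3 SD, cutoff set per screening run, cut at about 20% in these data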;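 further: peak over basal fluorescence ratio from a 100 s FLIPR kinetic read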
Target sequence (P30559 whole entry, looked up): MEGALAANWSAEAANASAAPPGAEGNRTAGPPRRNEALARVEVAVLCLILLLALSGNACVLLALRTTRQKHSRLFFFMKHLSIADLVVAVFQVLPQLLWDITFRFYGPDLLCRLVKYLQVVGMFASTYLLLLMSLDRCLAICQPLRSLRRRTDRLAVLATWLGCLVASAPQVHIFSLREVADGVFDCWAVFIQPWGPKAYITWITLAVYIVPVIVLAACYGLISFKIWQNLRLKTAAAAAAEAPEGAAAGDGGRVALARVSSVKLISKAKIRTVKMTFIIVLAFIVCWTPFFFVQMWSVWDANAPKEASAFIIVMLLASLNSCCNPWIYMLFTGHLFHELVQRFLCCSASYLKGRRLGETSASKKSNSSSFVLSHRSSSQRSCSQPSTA
MEKK3 PB1 HTS = modulators of MEKK3-MEK5 PB1 binding, primary screen, biochemical, wildtype MEKK3, multiplex bead flow cytometry, Alexa488-MEK5; bead-based flow cytometry, Alexa488-MEK5 binding to MEKK3; actives lie on both sides; 0 = blocked by unlabeled MEK5, 100 = vehicle; binding response (% of control), % at 10 µM; 290,000 compounds, 1.4% hits; AID 1529, 2009;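 active means binding response more than 3 SD above or below the average of its plate-row segment, actives on both sides; inconclusive means wells at one plate position flagged as instrument error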;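 further: Alexa488 bead fluorescence after subtracting the streptavidin-only scavenger bead signal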
Target sequence (Q99759 whole entry, looked up): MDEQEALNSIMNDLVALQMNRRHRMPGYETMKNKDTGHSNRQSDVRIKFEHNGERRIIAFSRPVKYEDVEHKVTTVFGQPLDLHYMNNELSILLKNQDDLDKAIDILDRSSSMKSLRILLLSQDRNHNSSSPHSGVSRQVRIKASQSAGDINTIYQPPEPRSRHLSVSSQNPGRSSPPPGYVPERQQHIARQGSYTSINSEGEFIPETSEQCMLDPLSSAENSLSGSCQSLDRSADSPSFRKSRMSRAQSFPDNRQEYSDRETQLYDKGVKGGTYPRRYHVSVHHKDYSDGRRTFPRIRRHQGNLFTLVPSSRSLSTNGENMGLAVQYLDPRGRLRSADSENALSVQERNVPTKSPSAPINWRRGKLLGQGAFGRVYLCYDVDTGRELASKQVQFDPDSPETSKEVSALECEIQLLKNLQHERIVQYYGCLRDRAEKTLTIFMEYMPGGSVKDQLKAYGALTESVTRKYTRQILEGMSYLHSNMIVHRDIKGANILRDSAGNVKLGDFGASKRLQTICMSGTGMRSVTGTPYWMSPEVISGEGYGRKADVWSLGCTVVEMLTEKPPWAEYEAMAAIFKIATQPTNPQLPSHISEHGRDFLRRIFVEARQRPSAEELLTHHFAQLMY
MEKK2 mut-MEK5 = MEK5 binding signal on mutant MEKK2 PB1, primary screen, biochemical, multiplex bead flow cytometry, Alexa488-MEK5; Alexa488-MEK5 binding to MEKK2 mutant; percent response, % at 10 µM; 290,000 compounds, 0.35% hits; in the data active means percent response above about 24%, passing the limit was not always enough; further: inactives centre near 1; some results filed as inactive read as strong as hits; reference of the scale not given here
FID counter = compounds displacing fluorescent DNA intercalator, primary screen, artefact control for HCV NS3 helicase inhibitor project, biochemical, FID fluorescence; inhibition, % at 7.9 µM; DNA fluorescent intercalator displacement; 290,000 compounds, 0.17% hits; in the data active means inhibition above about 37%;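 further: 0% = vehicle and 100% = reference compound; higher means more ethidium bromide displaced from hairpin DNA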
PHOSPHO1 inh = PubChem AID 1565; 290,000 compounds, 1.1% hits; inhibition, % at 13.3 µM; recombinant PHOSPHO1, absorbance phosphatase assay; in the data active means inhibition above about 60%
NALP1 yeast inh = NALP1 inflammasome inhibitors in reconstituted yeast, colorimetric, S. cerevisiae, triplicate retest; S. cerevisiae NALP1/ASC/caspase-1 growth, X-gal OD620, 72 h; inhibition, % at 10 µM; 280,000 compounds, 0.61% hits; AID 2071, 2009; in the data active means inhibition mostly above about 24%, no sharp cut-off; inactive means mostly below about 32%; further: some compounds called inactive have numbers as strong as hits
PfM18AAP inh = PfM18AAP inhibitors, malaria aminopeptidase, primary screen, biochemical, QFRET, recombinant enzyme; M18 aspartyl aminopeptidase (Plasmodium falciparum 3D7); H-Glu-NHMec fluorogenic cleavage; inhibition, % at 7.35 µM; 290,000 compounds, 1.2% hits; AID 1822, 2009;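 active means inhibition above the campaign mean inhibition over all tested compounds plus 3 SD, cut at about 28% in these data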;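 further: 0% = plate median of test compound wells and 100% = 2 mM ZnCl2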
GPR7 antagonist = GPR7 receptor antagonists, primary screen, cell-based, fluorescence, single concentration. Neuropeptides B/W receptor type 1 (Homo sapiens), P48145. GPR7-expressing cells, fluorescence antagonist assay. inhibition, % at 4.4 µM. 290,000 compounds, 1.1% hits; in the data active means inhibition above about 16%, passing the limit was not always enough;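 further: cells stimulated with the agonist NPW; 0% = agonist with vehicle and 100% = vehicle without agonist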
* = called active by the depositor; ? = inconclusive; · = no result given.

1	COc1ccc(OC)c(CN2CCC(C(=O)N(C)CCc3ccc(OC)c(OC)c3)CC2)c1
2	Cc1ccc(/C=C/C2=NN(Cc3ccccc3Cl)C(=O)CC2)cc1
3	CNC(=O)NC(=O)C(C)OC(=O)c1cc2c(s1)CCCCC2 (stereo not given)
4	O=C(Nc1cccc(Cl)c1N1CCOCC1)c1ccco1
5	NC(=O)C1=C[C@@H](c2ccc(C(F)(F)F)cc2)C[C@@H](OCc2ccc(CO)cc2)O1
6	CC(C)N1CCC(N2CCN(C/C=C/c3ccc(F)cc3)CC2CCO)CC1 (stereo not given)
7	CCOC(=O)N1CCN(C(=O)CN(Cc2ccccc2)S(C)(=O)=O)CC1
8	CCCn1c(/N=C/c2ccccc2O)nc2ccccc21
assay / compound	1	2	3	4	5	6	7	8
MEKK2wt PB1 HTS	94	90	119	96	106	122	100	91
OXTR agonist	0.2	-1.5	3.2	-0.1	2.7	1.0	0.9	-0.4
MEKK3 PB1 HTS	105	90	104	99	108	104	98	97
MEKK2 mut-MEK5	1	-8	26	-4	3	20	-1	0
FID counter	13	-7	-7	-20	-24	10	-16	-2
PHOSPHO1 inh	24	3	-9	19	28	11	18	32
NALP1 yeast inh	17	8	27	-3	-3	-6	32	-2
PfM18AAP inh	-9	-1	-5	-4	-8	-2	4	-7
GPR7 antagonist	3	-2	-11	2	-8	-11	-16	7

9	O=C(COc1ccccc1)Nc1c2c(nn1-c1ccc(F)cc1)CS(=O)(=O)C2
10	COC(=O)/C(C#N)=C/c1c(N2CCN(Cc3ccc4c(c3)OCO4)CC2)nc2c(C)cccn2c1=O
11	O=C(CNc1ccccc1-c1ccccc1)NCc1ccccc1
12	CCOc1ccc(CCNC(=O)CSc2cc(=O)n(C)c3ccc(Cl)cc23)cc1OCC
13	COc1nsnc1N1CCOCC1
14	CCc1nn(C(CC)C(=O)NCCc2ccc(OC)cc2OC)c(=O)c2cc3occc3n12 (stereo not given)
15	CCOC(=O)N1CCN(C2CCCN(C(=O)c3ccccc3N(C)C)C2)CC1 (stereo not given)
16	Cc1ccccc1N=C1N=C(N)c2ccccc21
assay / compound	9	10	11	12	13	14	15	16
MEKK2wt PB1 HTS	106	96	101	106	99	96	107	99
OXTR agonist	-0.4	-0.9	-1.9	-3.0	1.6	2.9	-0.6	-1.0
MEKK3 PB1 HTS	106	107	100	101	101	96	102	101
MEKK2 mut-MEK5	7	19	-1	3	3	-3	5	17
FID counter	-15	-11	-29	-40	-1	-45	-29	0
PHOSPHO1 inh	3	16	-2	-4	7	18	18	1
NALP1 yeast inh	18	36	37	23	-6	8	1	24
PfM18AAP inh	-2	-15	3	-3	-12	5	6	-2
GPR7 antagonist	9	-4	0	0	-7	7	-9	-7

17	COc1ccccc1C(=O)NC(=O)Nc1cccc(Cl)c1
18	O=C(NCC1CCN(Cc2cccc(Cl)c2)CC1)C1CCCN(c2ncnc3c2nc2n3CCCCC2)C1 (stereo not given)
19	O=S(=O)(NC1CC(NS(=O)(=O)OCC(Cl)(Cl)Cl)C2CCCCC12)OCC(Cl)(Cl)Cl (stereo not given)
20	COc1cccc(COC(=O)Nc2ccccc2F)c1
21	COc1ccc(NC(=O)C2=CC(c3ccc(C)cc3)=NS(=O)(=O)N2C)cc1
22	CC(C)Cn1c(N)c(C(=O)NCCN2CCOCC2)c2nc3ccccc3nc21
23	Cc1cc(C)cc(N(C(=O)Cc2cccs2)C(C(=O)NC2CCCCC2)c2ccccn2)c1 (stereo not given)
24	CCC(CC)c1nnc(NC(=O)C2=NNC(=O)CC2)s1
assay / compound	17	18	19	20	21	22	23	24
MEKK2wt PB1 HTS	108	100	93	96	103	105	86	89
OXTR agonist	-0.4	1.7	5.8	-1.7	6.3	2.7	-1.5	0.1
MEKK3 PB1 HTS	106	93	104	96	102	104	75	98
MEKK2 mut-MEK5	7	-4	-3	-3	0	6	-18	-3
FID counter	-9	7	-1	-8	-10	-11	-9	-10
PHOSPHO1 inh	19	34	-41	19	18	17	16	22
NALP1 yeast inh	8	26	14	14	14	16	-6	-1
PfM18AAP inh	2	-3	13	-4	1	6	-5	3
GPR7 antagonist	10	-11	6	6	-5	-12	-6	-14

25	CCC1CCCCN1CCCNC(=O)Cn1cc2c(n1)-c1c(oc(C(=O)N3CCCC3)c1C)CC2 (stereo not given)
26	CN(C)c1nc(N)nc(Cn2ccnc2)n1
27	Cc1ccc(NC(=O)CCC(=O)N/N=C/c2coc3ccccc3c2=O)cc1
28	COc1cc(/C=N/NC(=O)c2cccnc2)ccc1OC(=O)c1ccc2c(c1)OCO2
29	COc1cc2c(cc1OC)C1=C(C#N)CN(CC(=O)O)CN1CC2
30	O=C(Cc1ccccc1)N1N=C(c2ccncc2)CC1(O)C(F)(F)F (stereo not given)
31	O=C(NCC1CCCO1)c1cnn2c(C(F)F)cc(C3CC3)nc12 (stereo not given)
32	COc1ccc(C(C)=O)cc1CSc1nnc(-c2ccccc2O)n1-c1ccccc1
assay / compound	25	26	27	28	29	30	31	32
MEKK2wt PB1 HTS	102	104	109	95	·	95	101	93
OXTR agonist	-0.3	0.2	0.6	6.8	-1.4	1.3	·	-2.0
MEKK3 PB1 HTS	98	102	107	98	·	96	101	98
MEKK2 mut-MEK5	-1	3	-2	-1	·	2	2	1
FID counter	-9	-3	-3	-11	6	-14	-24	-32
PHOSPHO1 inh	28	-25	40	33	0	14	56	-7
NALP1 yeast inh	13	-19	·	-1	-9	·	-10	8
PfM18AAP inh	16	9	20	6	7	-9	-2	0
GPR7 antagonist	-11	1	-13	-8	-16	-5	-17	-5

33	CCCCN(C(=O)Cc1cccs1)c1nnc(-c2cccnc2)s1
34	NC(N)=Nc1nc2ccc([N+](=O)[O-])cc2[nH]1
35	Cc1ccc(NS(=O)(=O)c2ccc(OCC(=O)NCc3ccccn3)cc2)cc1
36	COC(=O)CCCC1=CC2=CC(=O)C(C)(OC(=O)c3cccs3)C(=O)C2=CN1CCCCO (stereo not given)
37	COc1cc(CO)ccc1OCC(=O)N1CCc2ccccc21
38	CCCOC(=O)c1cc2ccccc2oc1=O
39	Cc1ccc(C(=O)CC2(O)C(=O)N(CCc3ccccc3)c3ccc(Br)cc32)o1 (stereo not given)
40	O=C(NCc1n[nH]c(=S)n1-c1ccc(F)cc1)c1ccco1
assay / compound	33	34	35	36	37	38	39	40
MEKK2wt PB1 HTS	98	104	102	95	97	100	106	94
OXTR agonist	18	0.3	0.6	0.9	0.1	-1.4	-0.5	-0.3
MEKK3 PB1 HTS	102	106	102	95	96	100	110	100
MEKK2 mut-MEK5	2	4	4	1	-2	1	10	-1
FID counter	-19	5	-32	·	-9	-5	-38	-2
PHOSPHO1 inh	18	8	25	13	53	16	-10	58
NALP1 yeast inh	4	18	20	·	13	8	21	8
PfM18AAP inh	0	3	-13	·	-1	-6	5	23
GPR7 antagonist	-20	3	1	·	0	18	-2	-6

6 entries out of the list, arranged by number of heavy atoms, largest number first:
36	COC(=O)CCCC1=CC2=CC(=O)C(C)(OC(=O)c3cccs3)C(=O)C2=CN1CCCCO (stereo not given)
32	COc1ccc(C(C)=O)cc1CSc1nnc(-c2ccccc2O)n1-c1ccccc1
35	Cc1ccc(NS(=O)(=O)c2ccc(OCC(=O)NCc3ccccn3)cc2)cc1
33	CCCCN(C(=O)Cc1cccs1)c1nnc(-c2cccnc2)s1
37	COc1cc(CO)ccc1OCC(=O)N1CCc2ccccc21
40	O=C(NCc1n[nH]c(=S)n1-c1ccc(F)cc1)c1ccco1
assay / compound	36	32	35	33	37	40
MEKK2wt PB1 HTS	95	93	102	98	97	94
OXTR agonist	0.9	-2.0	0.6	18	0.1	-0.3
MEKK3 PB1 HTS	95	98	102	102	96	100
MEKK2 mut-MEK5	1	1	4	2	-2	-1
FID counter	·	-32	-32	-19	-9	-2
PHOSPHO1 inh	13	-7	25	18	53	58
NALP1 yeast inh	·	8	20	4	13	8
PfM18AAP inh	·	0	-13	0	-1	23
GPR7 antagonist	·	-5	1	-20	0	-6

(list continues)
41	CC(=O)Nc1ccc(Nc2c([N+](=O)[O-])c(=O)n(-c3ccccc3)c3ccccc23)cc1
42	C#CCOC(=O)c1ccccc1C(=O)n1nnc2ccccc21
43	CCCN1CNC(=S)N(c2cccc(C)c2C)C1
44	CN(C[C@H](Cc1ccccc1)N(CCN(CCc1ccccc1)N=O)N=O)N=O
45	COc1ccc(C(=O)Nc2c(N)nc(SCC(=O)N3CCC(C)CC3)[nH]c2=O)cc1OC
46	O=C(CC1SC2=NCCN2C1=O)Nc1ccc(Cl)cc1 (stereo not given)
47	CCOC(=O)N1CCC2(O)CCCCC2C1c1ccc(F)cc1 (stereo not given)
48	COc1ccc(OC)c(-n2c(=S)[nH]c3c(sc(=S)n3-c3ccccc3)c2=O)c1
assay / compound	41	42	43	44	45	46	47	48
MEKK2wt PB1 HTS	93	104	?	94	113	104	104	98
OXTR agonist	4.3	-1.5	1.2	3.6	1.9	1.4	0.2	0.9
MEKK3 PB1 HTS	101	101	?	95	109	104	107	98
MEKK2 mut-MEK5	-5	2	-27	2	7	3	2	-2
FID counter	2	2	-2	-26	-2	-5	-6	-22
PHOSPHO1 inh	33	14	31	39	9	-28	24	-22
NALP1 yeast inh	5	10	22	4	-15	9	3	-7
PfM18AAP inh	7	-8	-3	5	0	6	-8	-2
GPR7 antagonist	-3	-5	6	4	3	-5	2	-20

49	Cc1c(C#N)c(=O)oc2ccc3ccccc3c12
50	CCOc1ccccc1NC(=O)CCc1nnc2ccc(N3CCC4(CC3)OCCO4)nn12
51	Cc1cccc(NC(=O)C2CCCN(S(=O)(=O)c3ccc(-n4cnnn4)cc3)C2)c1 (stereo not given)
52	Cc1ccccc1NC(=O)C1CC(=O)N(c2ccccc2F)C1 (stereo not given)
53	COC(=O)CCC(=O)N1CCCC(N2CCN(c3ccc(OC)cc3)CC2)C1 (stereo not given)
54	Cc1[nH]n2c(=O)cc(C(C)(C)C)nc2c1-c1ccccc1
55	COc1ccc(NC(=O)CN2CCN(c3ccc(Cl)cc3)CC2)c(OC)c1
56	COc1ccc(CCN(C)Cc2ccc(OC)c(OCc3ccccc3)c2)cc1OC
assay / compound	49	50	51	52	53	54	55	56
MEKK2wt PB1 HTS	109	100	102	99	101	112	95	120
OXTR agonist	0.2	0.3	-0.7	-1.2	-1.0	-1.4	0.7	6.9
MEKK3 PB1 HTS	102	97	101	102	100	107	90	104
MEKK2 mut-MEK5	1	7	0	3	3	4	-9	16
FID counter	-2	-33	-20	-1	-8	-12	-13	11
PHOSPHO1 inh	11	14	17	7	24	21	-29	11
NALP1 yeast inh	10	16	15	32	13	-4	3	17
PfM18AAP inh	0	-2	1	-1	-17	-2	-10	-7
GPR7 antagonist	-10	-20	15	3	6	2	-15	7
